Screening data from PubChem.
G6PDH counter: L. mesenteroides G6PDH inhibitors, counter-screen for G6PDH-coupled screening assays, biochemical, Leuconostoc mesenteroides enzyme; Purified L. mesenteroides G6PDH, diaphorase/resazurin coupled fluorescence, 45 min; inhibition, % at 5 µM; glucose-6-phosphate dehydrogenase [Leuconostoc mesenteroides]; hit rate 0.12% among 200,000; in the data active means inhibition above about 50%
PMI act satM6P: human PMI activators, high substrate, primary screen, biochemical, fluorescence intensity, near-saturating mannose 6-phosphate; AID 1216, 2008; hit rate 0.34% among 190,000; activation factor at 20 µM; coupled PMI enzyme assay, resazurin fluorescence, 20 min; hits give high values; 1 = untreated enzyme, 0 = substrate-free blank;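 active means activation factor of 2 or more at 20 µM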
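Technique: Diaphorase-driven resazurin-to-resorufin fluorescence, excitation 544, emission 590 nm | Assay system: Human PMI in coupled enzyme assay | Times: Enzyme reaction with compound 20 min at room temperature | Medium: HEPES-buffered pH 7.4 with magnesium and detergent | Reagent: Mannose-6-phosphate 1.0 mM (near-saturating) plus 0.22 mM NADP+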
Diaph act CS: compounds boosting diaphorase resazurin reduction – biochemical, uHTS, resorufin fluorescence, counter-screen for diaphorase-coupled primary assays, primary screen. activation factor at 20 µM. hit rate 0.005% among 190,000. Diaphorase/resazurin coupled assay, 16 min; hits give high values; 1 = vehicle wells, 0 = NADH-free wells;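 active means diaphorase activity raised at least twofold by the compound at 20 µM; inactive means activation factor below 2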
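Test system: Clostridium kluyveri diaphorase, purified enzyme; input: enzyme 0.07 U/mL final; buffer or medium: 50 mM HEPES pH 7.4 with 4.542 mM MgCl2, 0.005% Tween 20; also added: 0.114 mM NADH and 0.1 mM resazurin, final amounts; schedule: 16 min enzyme reaction, ambient temperature; technique: fluorescence of resorufin, 544 nm excitation, 590 nm emission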
PPARg SRC3 recr: PPARgamma agonists recruiting SRC-3 coactivator, primary screen, biochemical; Peroxisome proliferator-activated receptor gamma (Homo sapiens), P37231; biochemical PPARgamma/SRC-3 coactivator recruitment assay; activation, % at 8 µM; hit rate 0.26% among 200,000; in the data active means activation above about 23%;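 further: 0% = DMSO and 100% = reference agonist; some compounds past the cut are filed as inactive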
Target sequence (P37231 whole entry, looked up): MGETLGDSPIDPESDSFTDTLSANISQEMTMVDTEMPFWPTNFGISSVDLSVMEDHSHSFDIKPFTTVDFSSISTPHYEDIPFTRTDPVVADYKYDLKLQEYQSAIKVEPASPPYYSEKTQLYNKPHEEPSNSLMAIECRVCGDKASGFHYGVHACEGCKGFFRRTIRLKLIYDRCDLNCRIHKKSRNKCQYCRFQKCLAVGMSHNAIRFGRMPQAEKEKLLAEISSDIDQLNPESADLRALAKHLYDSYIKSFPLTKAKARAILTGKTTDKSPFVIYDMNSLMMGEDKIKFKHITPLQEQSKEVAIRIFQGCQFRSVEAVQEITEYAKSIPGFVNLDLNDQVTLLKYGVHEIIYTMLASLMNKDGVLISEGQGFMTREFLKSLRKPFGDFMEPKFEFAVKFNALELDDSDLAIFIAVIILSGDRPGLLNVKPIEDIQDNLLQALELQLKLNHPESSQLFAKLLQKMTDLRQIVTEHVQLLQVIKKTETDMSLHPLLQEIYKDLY
PPARg SRC1 recr: PPARgamma agonists recruiting SRC-1 coactivator, primary screen, biochemical; Peroxisome proliferator-activated receptor gamma (Homo sapiens), P37231; PPARgamma-SRC-1 coactivator recruitment biochemical assay; activation, % at 8 µM; hit rate 0.41% among 200,000; AID 631, 2007; in the data active means activation above about 19%;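 further: 0% = DMSO and 100% = reference agonist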
S1P3 antag: S1P3 receptor antagonists, primary screen, cell-based | Sphingosine 1-phosphate receptor 3 (Homo sapiens), Q99500 | CHO S1P3 NFAT-BLA reporter, FRET fluorescence, antagonist mode | inhibition, % at 4.98 µM | hit rate 0.27% among 170,000 | AID 485, 2006;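 active means inhibition above the plate cutoff, the mean inhibition of test wells on that plate plus 3 SD, cut at about 28% in these data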;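 further: cells challenged with S1P at its EC80 of 0.8 µM; blue over green emission ratio from cleaved BLA substrate after 4 h stimulation; 0% = S1P-stimulated wells and 100% = unstimulated DMSO-only wells; some compounds past the cut are filed as inactive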
PMI activator: activators of human PMI, primary screen, biochemical, fluorescence intensity, near-Km mannose 6-phosphate; Mannose-6-phosphate isomerase (Homo sapiens), P34949; purified human PMI, coupled resazurin fluorescence, 20 min; hits give high values; 1 = vehicle control, 0 substrate-free wells; activation factor at 20 µM; hit rate 0.005% among 190,000; AID 1214, 2008;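 active means activation factor of 2 or more at 20 µM, relative to plate controls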
PPARg SRC-2 ag: agonists of PPARg-SRC-2 recruitment, primary screen, biochemical, HTS. PPARgamma LBD-SRC-2 recruitment. hit rate 0.34% among 200,000. activation, % at 8 µM. Peroxisome proliferator-activated receptor gamma (Homo sapiens), P37231; in the data active means activation above about 22%;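 further: 0% = vehicle and 100% = reference agonist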
ROMK primary: ROMK potassium channel modulators, primary screen, cell-based, thallium flux, MLSMR library | ATP-sensitive inward rectifier potassium channel 1 (Homo sapiens), P48048 | Tet-inducible ROMK, thallium flux fluorescence; actives lie on both sides | B-score at 10 µM | hit rate 2% among 130,000;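 active means signal ratio slope over the read window, or its plate-corrected B-score, at least 3 SD from the plate mean, either direction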;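 further: B-score of the F/F0 ratio slope over 7 to 12 s after thallium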
Target sequence (P48048 whole entry, looked up): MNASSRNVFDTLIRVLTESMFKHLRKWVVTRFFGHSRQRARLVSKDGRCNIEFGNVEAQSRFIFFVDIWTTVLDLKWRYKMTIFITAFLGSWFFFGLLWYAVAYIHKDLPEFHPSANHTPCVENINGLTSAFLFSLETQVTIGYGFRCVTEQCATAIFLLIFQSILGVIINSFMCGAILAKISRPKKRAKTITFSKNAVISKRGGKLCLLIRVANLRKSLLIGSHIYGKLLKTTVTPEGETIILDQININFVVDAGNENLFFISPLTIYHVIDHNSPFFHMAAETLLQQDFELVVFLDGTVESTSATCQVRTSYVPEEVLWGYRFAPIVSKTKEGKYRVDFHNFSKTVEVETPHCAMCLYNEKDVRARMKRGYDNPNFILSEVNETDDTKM
SRC2 TRFRET art: TR-FRET signal artefacts, primary screen, artefact control for PPARgamma SRC-2 agonist project, biochemical; TR-FRET artefact counter-screen; hits give high values; TR-FRET ratio at 8 µM; hit rate 0.4% among 200,000; AID 1049, 2008; in the data active means TR-FRET ratio above about 2000; further: inactives centre near 1500
Diaph inh CS: diaphorase inhibitors and chemical oxidizers, primary screen, counter-screen for diaphorase-coupled primary assays, biochemical, uHTS, resorufin fluorescence; inhibition, % at 20 µM; diaphorase resazurin-to-resorufin fluorescence, NADH, 16 min; bacterial (C. kluyveri) enzyme, not human; hit rate 0.69% among 190,000; AID 1217, 2008;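 active means primary screen inhibition at 20 µM above a set limit, cut at about 50% in these data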;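 further: plate controls were DMSO with full reaction for no effect and wells lacking NADH for full effect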
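System: Bacterial diaphorase enzyme (C. kluyveri) | Incubation: 16-min room-temperature incubation before reading | Benchmarks: No-NADH positive control and DMSO neutral control | Measured by: Resorufin fluorescence 544/590 nm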
* hit, by the source's call; x = no result given.

item	SMILES	G6PDH counter	PMI act satM6P	Diaph act CS	PPARg SRC3 recr	PPARg SRC1 recr	S1P3 antag	PMI activator	PPARg SRC-2 ag	ROMK primary	SRC2 TRFRET art	Diaph inh CS
1	Cc1cc(NC(=O)c2ccc(S(=O)(=O)N3CCOCC3)cc2)no1	0	1.1	0.9	-3	0	-14	1	0	-0.086	1472	7
2	CCOc1cc2[nH]c(=O)n(CCCN3CCCC3=O)c(=O)c2cc1OCC	2	1	0.9	9	12	-6	1	2	-1.8	1575	12
3	Cc1cccc(C(O)(C(=O)NNc2ccc3ccccc3n2)c2cccc(C)c2)c1	13	1.2	1	1	-3	-4	1.1	3	x	1748	-3
4	COc1cc2[nH]c(=S)nc(NC3CCCCCC3)c2cc1OC	-3	1	0.2	4	0	-4	1	10	-0.4	1589	75*
5	COc1cccc(OCC(O)CN2CCC(CN3C(=O)c4cccc5cccc(c45)C3=O)CC2)c1 (stereo not given)	4	1.2	1	4	1	10	1.1	-6	x	1635	4
6	O=C(CN1CCN(Cc2ccc(F)cc2)C1=O)NC1CCCC1	0	1.1	0.9	1	0	5	1.1	-2	-0.19	1468	6
7	CCC(=O)N=c1n(C)c2ccccc2n1CCOc1ccccc1	6	1.1	1.2	6	2	1	1.2	0	-0.69	1509	-18
8	CCN1CCN(CCCNC(=O)C2CCCN(c3nnc(-n4cccc4)s3)C2)CC1 (stereo not given)	8	0.9	1	6	8	-23	0.9	1	x	1761	0
9	CCc1ccc(NC(=O)c2ccc3c(c2)C(=O)N(CCOC)C3Nc2ccc(CC)cc2)cc1 (stereo not given)	16	1	1.1	0	3	-10	1.1	1	0.023	1382	-6
10	COCCNc1cc(NCCOC)c([N+](=O)[O-])cc1[N+](=O)[O-]	2	0.9	0.9	7	-1	-4	0.9	11	0.84	1644	6
11	CN(C)S(=O)(=O)c1ccc(NC(=S)NC(=O)c2cccs2)cc1	5	1	0.7	0	2	-6	0.9	2	0.12	1628	26
12	CN(CCNC(=O)Cn1c(=O)sc2ccccc21)Cc1ccccc1	10	1	0.9	x	x	-13	1.1	x	x	x	10
13	CCOc1ccc(N(Cc2cc3ccc(C)cc3[nH]c2=O)S(C)(=O)=O)cc1	12	0.9	0.8	4	-2	x	0.8	2	x	1550	19
14	CCCC(=O)Nc1ccc(C(=O)NCc2ccccn2)cc1	-2	1	0.9	3	-4	-21	1	7	0.041	1718	5
15	COc1cc(/C=N/N(C)C)ccc1OC(=O)c1cccs1	-1	1	1	-6	1	-24	1	2	0.093	1519	1
16	O=C(CS(=O)c1cccc(C(F)(F)F)c1)Nc1ccccc1Cl (stereo not given)	5	1	1	7	4	x	1	12	x	1637	2
17	Fc1ccc(-c2noc(C3CCN(Cc4cccnc4)CC3)n2)cc1	8	0.9	0.9	4	-4	16	0.8	8	x	1356	13
18	O=c1c2ccccc2nc2c3ccccc3c(NCc3cccnc3)nn12	-7	0.9	0.7	5	7	-21	0.9	10	0.7	1614	33
19	Cc1nc2ccccc2cc1C(=O)N/N=C/c1ccco1	15	0.9	0.9	-2	-3	-6	0.9	-4	0.18	1352	6
20	COc1ccc2[nH]c(C)c(CCNC(=S)Nc3ccc(F)cc3)c2c1	8	0.9	0.7	-6	5	-11	0.8	0	-0.11	1640	30
21	O=C(Nc1ccc(Cl)cc1)c1ccc(-n2cncn2)c([N+](=O)[O-])c1	-13	0.9	0.9	12	5	x	1	1	x	1547	8
22	O=C(N/N=C\c1cccc(Cl)c1)c1ccc(Cn2cccn2)o1	-1	1	0.9	-4	-4	17	1	-4	x	1617	9
23	CC(Nn1cnnc1)c1cc(Cl)ccc1O (stereo not given)	10	1	1	-1	-8	-12	1	-6	1.5	1387	0
24	Cc1cc(C(=O)Nc2nc(-c3ccccn3)cs2)ccc1[N+](=O)[O-]	9	2.4*	0.8	6	14	2	1.8	8	-0.41	1684	16
25	O=C1CN2C(=N1)N(Cc1ccccc1)c1ccccc12	-2	1	1	6	6	-19	1	3	x	1480	5
26	O=C(CCn1c(=S)[nH]c2ccccc2c1=O)N1CCOCC1	6	1	1	-4	6	-15	1	2	x	1579	2
27	O=C(C[n+]1cnn(CC(=O)c2ccc(Cl)cc2Cl)c1)c1ccc([N+](=O)[O-])cc1	-23	1.2	1.2	-3	3	-20	1.2	-5	x	1379	-16
28	O=C(Nc1cccc(S(=O)(=O)N2CCOCC2)c1)C(c1ccccc1)N1CCCCC1 (stereo not given)	10	1.2	1	2	8	-6	1.1	-3	-0.5	1445	0
29	CCOC(=O)c1sc(NC(=S)NC(=O)c2cccc(Cl)c2)c(C(=O)OCC)c1C	-14	1	1.1	3	-2	x	1	0	x	1448	-6
30	Cc1c(C2Nc3ccccc3NC3=C2C(=O)CC(C)(C)C3)cnn1C (stereo not given)	9	0.8	0.8	-9	-4	x	1	-2	-1.6	1415	20

Rewritten field by field: entries from further up
4) COc1cc2[nH]c(=S)nc(NC3CCCCCC3)c2cc1OC
  G6PDH counter = -3	PMI act satM6P = 1	Diaph act CS = 0.2	PPARg SRC3 recr = 4	PPARg SRC1 recr = 0	S1P3 antag = -4	PMI activator = 1	PPARg SRC-2 ag = 10	ROMK primary = -0.4	SRC2 TRFRET art = 1589	Diaph inh CS = 75*
5) COc1cccc(OCC(O)CN2CCC(CN3C(=O)c4cccc5cccc(c45)C3=O)CC2)c1 (stereo not given)
  G6PDH counter = 4	PMI act satM6P = 1.2	Diaph act CS = 1	PPARg SRC3 recr = 4	PPARg SRC1 recr = 1	S1P3 antag = 10	PMI activator = 1.1	PPARg SRC-2 ag = -6	ROMK primary = x	SRC2 TRFRET art = 1635	Diaph inh CS = 4

(list continues)
item	SMILES	G6PDH counter	PMI act satM6P	Diaph act CS	PPARg SRC3 recr	PPARg SRC1 recr	S1P3 antag	PMI activator	PPARg SRC-2 ag	ROMK primary	SRC2 TRFRET art	Diaph inh CS
31	S=C(NCc1ccc(Cl)cc1)NN1CCOCC1	15	1.2	1	1	-1	-26	1.1	0	1.1	1502	-2
32	COCCN=C1NN=C(c2cc(C)n(CC3CCCO3)c2C)CS1 (stereo not given)	-2	0.5	0.9	7	-2	-23	0.9	6	-0.56	1730	13
33	O=c1[nH]c(=O)n(CCc2ccc(F)cc2)c(O)c1C=NCc1ccc2c(c1)OCO2	-8	0.8	0.9	1	-1	x	0.9	-2	x	1594	8
34	O=C(N/N=C/C1CC=CCC1)c1ccc(O)cc1O (stereo not given)	-2	1	0.9	3	3	-1	1	4	0.028	1722	6
35	C=CCN1CCN(C(c2cc(OC)ccc2OC)c2nnnn2CC2CCCO2)CC1 (stereo not given)	14	1.2	0.9	-3	-2	-12	1.3	-10	x	1625	13
36	Cc1ccc2[nH]c3c(NCCCN4CCCC4=O)ncnc3c2c1	-22	1	1	5	2	6	0.9	5	-0.73	1499	2
37	Cc1c(C=O)c(=O)n(-c2ccccc2)n1C	-1	1.1	0.9	2	8	-6	1	6	x	1715	8
38	Cc1cc(NC(=O)CSc2nc(-c3ccco3)cc(C(F)(F)F)n2)n(-c2ccccc2)n1	2	1	1	5	4	4	1.1	4	1.8	1478	4
39	CCOC(=O)/C=C1\Nc2ccccc2SC1=O	-1	1	1	0	-2	-6	1	9	x	1417	-3
40	O=C(c1ccco1)N1CCN(c2c([N+](=O)[O-])nn(-c3ccc(Cl)cc3)[n+]2[O-])CC1	3	0.9	0.8	0	-6	-8	1	-9	-0.28	1420	24
41	COn1c(SCc2ccccc2)nc2ccccc2c1=O	2	1.1	1	-3	-4	x	1	3	x	1505	5
42	CC1(C)OC(=O)C(=CNc2ncccn2)C(=O)O1	3	0.9	0.8	-11	1	46	0.9	-2	x	1601	20
43	Cc1cccc(N2C(=O)CC(n3ccnc3)C2=O)c1C (stereo not given)	0	1.1	1	3	6	5	1.1	-1	x	1444	1
44	Cc1cc(NC(=O)CSc2nc(C(C)(C)C)nc3ccccc23)no1	5	1	1	8	2	-4	1	13	0.016	1708	2
45	COc1cc(/C=N\NC(=O)c2ccc(C)nc2)ccc1OC(=O)c1ccco1	-16	1	1	0	13	5	0.9	7	-0.3	1525	2
46	CC(=O)N1CCc2cc(C(=O)CN3CCN(c4ccccc4F)CC3)ccc21	10	1.6	0.8	-9	1	22	1.3	7	x	1406	19
47	CCOc1cc(C2NC(=O)NC(C)=C2C(=O)OC(C)CC)cc(Br)c1O (stereo not given)	11	0.9	0.8	-5	0	x	0.9	3	x	1435	20
48	Cc1ccc(NC(=O)C2CCN(S(=O)(=O)c3ccccc3)CC2)cc1	13	1	0.8	1	4	2	1	-6	-0.028	1529	17
49	COc1ccc(Nc2ncccc2C(=O)NCc2ccccc2)cc1	-4	1	1	-15	2	x	1	4	0.075	1445	2
50	COC(=O)CSc1nnc(CNC(=O)c2ccc(S(=O)(=O)N3CCCCC3)cc2)n1C	2	1	0.9	1	5	-10	1	5	-0.26	1553	10
51	CC(C)Cc1nnc(NS(=O)(=O)c2ccc(Cl)cc2)s1	1	1	0.8	8	3	-2	1	6	x	1439	16
52	O=C(Nn1c(-c2ccncc2)nc2ccccc2c1=O)c1ccc(Br)cc1	11	1.1	0.9	6	1	-19	1.1	-5	0.72	1611	9
53	O=S1(=O)CC(O)C(N2CCCCC2)C1 (stereo not given)	6	1	0.9	-5	-7	x	0.9	-1	x	1325	10
54	COc1cccc2c1NC(C(=O)O)C1CC=CC21 (stereo not given)	12	1.4	0.1	7	6	8	1.2	20	x	1718	93*
55	Cc1cccc2cc(CN(Cc3cccnc3)C(=S)NCCCN(C)C)c(=O)[nH]c12	7	x	x	-4	0	-11	x	-2	-0.13	1544	x
56	Cc1cc(C)n2nc(/C(C#N)=C/c3ccccc3)c(C#N)c2n1	4	0.9	0.8	0	3	x	0.9	9	x	1398	15
57	c1ccc(Cn2nnc(-c3ccccc3)n2)cc1	1	1.1	0.9	-1	1	x	1	2	x	1469	10

Rows were taken by chance, and some 3.3% of all compounds hit somewhere here.
